MITF inh: blocks human microphthalmia-associated transcription factor; 650,000 compounds, 0.91% hits; AlphaScreen MITF homodimerization, bead proximity signal; inhibition, % at 2.6 µM; O75030; in the data active means inhibition above about 50%;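 further: 0% = vehicle wells with protein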
Target sequence (O75030 whole entry, looked up): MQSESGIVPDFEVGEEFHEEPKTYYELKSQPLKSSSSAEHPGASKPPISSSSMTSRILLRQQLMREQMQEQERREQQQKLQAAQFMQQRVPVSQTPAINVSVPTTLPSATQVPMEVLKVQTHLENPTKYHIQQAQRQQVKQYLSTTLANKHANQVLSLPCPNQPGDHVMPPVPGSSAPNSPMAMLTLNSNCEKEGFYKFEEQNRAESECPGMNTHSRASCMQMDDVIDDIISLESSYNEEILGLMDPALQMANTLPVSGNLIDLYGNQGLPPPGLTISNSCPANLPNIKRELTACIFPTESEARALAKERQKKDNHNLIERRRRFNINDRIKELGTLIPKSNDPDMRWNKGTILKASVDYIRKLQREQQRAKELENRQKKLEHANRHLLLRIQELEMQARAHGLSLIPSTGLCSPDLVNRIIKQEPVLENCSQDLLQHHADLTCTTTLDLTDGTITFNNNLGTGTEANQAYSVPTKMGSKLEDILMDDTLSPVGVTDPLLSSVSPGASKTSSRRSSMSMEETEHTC
TEAD-YAP inh: TEAD-YAP interaction inhibition; HEK-TIYL cells, TEAD-Gal4/YAP UAS-luciferase luminescence; inhibition, % at 9.12 µM; 640,000 compounds, 1.4% hits; AID 1259422; in the data active means inhibition above about 32%;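 further: 0% = median of test compound wells and 100% = reference inhibitor wells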
GPR151 ag: activates the human receptor GPR151. PathHunter beta-arrestin GPR151 cells, luminescence. AID 1508602. 650,000 compounds, 1% hits. activation, % at 11.2 µM; in the data active means activation above about 4.9%;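 further: 0% = median of compound wells and 100% = cells with positive control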
Target sequence (Q8TDV0 whole entry, looked up): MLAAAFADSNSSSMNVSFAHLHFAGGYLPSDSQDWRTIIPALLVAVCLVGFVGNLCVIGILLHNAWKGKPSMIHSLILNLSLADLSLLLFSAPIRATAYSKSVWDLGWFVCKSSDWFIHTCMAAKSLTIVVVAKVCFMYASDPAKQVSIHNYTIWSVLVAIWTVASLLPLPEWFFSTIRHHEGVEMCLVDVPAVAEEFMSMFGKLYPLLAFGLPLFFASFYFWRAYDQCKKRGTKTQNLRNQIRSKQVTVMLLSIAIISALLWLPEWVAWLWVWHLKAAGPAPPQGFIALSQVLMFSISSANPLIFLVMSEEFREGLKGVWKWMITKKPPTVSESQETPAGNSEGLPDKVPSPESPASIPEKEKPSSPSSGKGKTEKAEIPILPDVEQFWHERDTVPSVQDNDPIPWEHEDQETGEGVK
FBW7 act: human FBW7 E3 ligase activation, primary screen | normalized activity (activation), % at 26.1 µM | 650,000 compounds, 0.13% hits | AlphaScreen FBW7–phospho-cyclin E peptide binding, activator screen | AID 1259310 | Q969H0; in the data active means normalized activity above about 1.9%;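 further: purified mutant Fbw7 with reduced substrate affinity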
Numbers without * were called inactive; & = joins results of further samples.

Compound	MITF inh	TEAD-YAP inh	GPR151 ag	FBW7 act
COc1cccc(N(C(=O)c2ccc(-n3cnnn3)cc2)C2(C(=O)Nc3c(C)cccc3C)CCCC2)c1	6	-3	-0.5	0.0
CCOC(=O)C1=CN(Cc2ccc(OC)cc2)C=C(C(=O)OCC)C1c1cc(OC)c(OC)cc1Br	4	3	-0.2	0.0
COc1ccc(C(c2nnnn2C(C)(C)C)N2CCN(C3CCCCC3)CC2)cc1OC (stereo not given)	12	9	0.7	0.0
CC(Cc1cc(C(=O)NCCc2cscn2)on1)c1ccccc1 (stereo not given)	7	-48	-1.4	1.0
CC(C)C[C@H]1NC(=O)[C@@H]2C[C@H](NC(=O)Oc3ccccc3)CN2C1=O	10	14	-0.3	0.0
Cn1c(=O)oc2cc(S(=O)(=O)NCCC(=O)N3CCc4ccccc43)ccc21	-2	5	-0.7	-0.1
Cc1c(NC(=O)CN(c2ccccc2F)S(C)(=O)=O)c(=O)n(-c2ccccc2)n1C	-7	1	0.6	0.0
CCn1c(O)c(/C=C/C=C/C=Nc2ccccc2)oc1=S	11	-1	0.0	0.1
COc1ccc(/C=C/CNc2n[nH]c3nc(C)cc(C)c23)cc1	7	4	-0.6	0.0
CCOC(=O)C1=C(C)N=c2s/c(=C/c3c[nH]c4ccccc34)c(=O)n2C1c1ccc(F)cc1 (stereo not given)	-9	-4	-2.0	-0.1
Cc1ccccc1NC(=O)Cn1nc(C)n2cccc2c1=O	7	4	8.6*	0.0
COc1ccc(-c2nc3s/c(=C\c4cccc(OC)c4)c(=O)n3n2)cc1	10	9	0.3	0.2
COc1ccc(NC(=O)CC2OCCN(C3CCCCC3)C2=O)cc1 (stereo not given)	2	8	-0.4	-0.1
COc1ccc(/C=C2/C(=O)NC(=O)N(C3CCCCC3)C2=O)c2ccccc12	7	3	0.9	-1.1
Cc1ccc(C)c(NS(=O)(=O)c2csc(C(N)=O)c2)c1	3	1	0.3	0.6
COc1ccc(NC(=O)CNC(=O)c2cn(-c3ccccc3OC)c(=O)c3ccccc23)cc1OC	8	-1	-0.5	-0.1
Cc1cc(NC(=O)CN2CCC(O)(c3cccc(F)c3)CC2)no1	16	-1	-0.5	0.0
O=C1CCC(C(=O)OCC(=O)Nc2ccc(Cl)cc2)=NN1	13	2	2.3	0.0
CC(C)Cn1c(SCC(=O)c2ccc(Cl)cc2)nc2sc3c(c2c1=O)CCC3	1	-4	1.1	0.3
COC(=O)c1c(NC(=O)COc2cccc(Br)c2)sc2c1CCCC2	-3	-4	-0.9	0.1
c1ccc(CNc2nc(N3CCc4ccccc4C3)nc3c2ncn3-c2ccsc2)cc1	18	-4	-2.0	0.1
Cc1ccc(S(=O)(=O)/N=C(/c2ccc(F)cc2)N2CCOCC2)cc1	13	13	-0.7	-0.1
CC(=O)c1cccc(-c2cnc3ccc(NCc4ccc5c(c4)OCO5)nn23)c1	15	-1	-0.4	0.7
COC(=O)c1cc(N)cc(C(=O)OC)c1	-1	-2	-0.3	0.2
Cc1ccc(-n2ncc3c(C(C)C)nnc(SCC(=O)NC(C)C)c32)cc1C	9	14	-0.2	-0.1
Cc1ccc(C)c(N(C)S(=O)(=O)c2cccc3nsnc23)c1	-5	-1	-0.2	0.0
CCOC(=O)c1ccc(N=CC2=C(O)CC(c3ccc(OC)cc3)CC2=O)cc1 (stereo not given)	-3	12	-0.5	0.0
COc1ccc(C2CC(=O)C3=C(C2)NC(C)=C(C#N)C3c2ccc3c(c2)OCO3)cc1 (stereo not given)	-3	9	0.7	0.0
CC1(C)Cc2nc(Cl)c(C(N)=O)cc2CO1	-2	-17	-0.2	-0.1
O=C(CSc1nnnn1-c1ccc(C(=O)O)cc1)NC1CC1	11	2	-1.7	0.4
Nc1c2c(nn1-c1ccc(C(=O)O)cc1)CNC2	1	2	-0.8	0.1
NC(=O)c1cnc(NCc2cccnc2)s1	13	2	0.9	0.1
O=C(O)C1CC=CCC1C(=O)Nc1ccc(S(=O)(=O)N2CCc3ccccc32)cc1 (stereo not given)	11	-2	0.4	1.1
CN(CC(=O)NCc1ccco1)S(=O)(=O)c1cccc2cccnc12	2	2	-0.1	0.1
Cc1ccc(N2CCN(c3ncnc4c3cnn4-c3ccccc3)CC2C)cc1 (stereo not given)	19	10	0.1	-0.2
CC(C)(C)OC(=O)Nc1cccc(C(=O)O)c1	13	-2	-1.0	0.5
Cc1ccccc1/C=N/NS(=O)(=O)c1ccc(Cl)cc1	3	0	-2.1	0.2
N#Cc1ccc(Cl)c([N+](=O)[O-])c1	11	-5	0.0	-0.1
COc1ccc(/C=C2/SC(=S)N(NC(=O)c3ccc([N+](=O)[O-])cc3)C2=O)cc1	1	0	0.0	-0.2
COc1ccc(CCNC(=O)CN(c2ccccc2OC)S(=O)(=O)c2ccc(C)cc2)cc1OC	1	10	-0.2	-0.1
CCCSCC(=O)Nc1ccccc1	19	-15	-0.8	0.6
CCOC(=O)c1[nH]c2ccccc2c1NC(=O)C1CC1	18	4	1.1	0.2
O=c1c(Oc2ccccc2)c(C(F)(F)F)oc2c3c(ccc12)OCCO3	-9	-22	0.5	-0.1
CC(=O)c1ccccc1C(=O)N1CCC(CO)(Cc2cccc(F)c2)CC1	-14	-7	-1.1	0.0
CN(C(=O)Cn1ncc2c(=O)oc3ccccc3c21)c1ccccc1F	16	2	-0.8	0.3
O=C1CCN(C(=O)c2ccc(Cl)cc2)c2cc3ccccc3cc21	-2	9	1.3	0.3
CCOC(CNC(=O)c1cccc(N)c1)(OCC)c1ccccn1	-4	-3	1.7	0.0
CC(CCCCC(=O)Nc1ccc(C(F)(F)F)cc1)NCCc1cnc[nH]1 (stereo not given)	10&0	-2	1.3&-0.6	0.0&0.2
NC(=O)COC(=O)c1ccc(OCC(=O)Nc2cccc(C(F)(F)F)c2)cc1	1	-10	0.2	-0.2
O=C1CC(NCC2CCCO2)C(=O)N1c1ccc(F)cc1 (stereo not given)	3	-6	0.0	0.1

Random excerpt: four records from the list, in no set order.
Compound	MITF inh	TEAD-YAP inh	GPR151 ag	FBW7 act
CC1(C)Cc2nc(Cl)c(C(N)=O)cc2CO1	-2	-17	-0.2	-0.1
O=C1CC(NCC2CCCO2)C(=O)N1c1ccc(F)cc1 (stereo not given)	3	-6	0.0	0.1
O=C(O)C1CC=CCC1C(=O)Nc1ccc(S(=O)(=O)N2CCc3ccccc32)cc1 (stereo not given)	11	-2	0.4	1.1
CN(C(=O)Cn1ncc2c(=O)oc3ccccc3c21)c1ccccc1F	16	2	-0.8	0.3

Whole records as entered above. Values in the order: MITF inh | TEAD-YAP inh | GPR151 ag | FBW7 act
`CN(CC(=O)NCc1ccco1)S(=O)(=O)c1cccc2cccnc12` is listed with 2 | 2 | -0.1 | 0.1
`Nc1c2c(nn1-c1ccc(C(=O)O)cc1)CNC2` is listed with 1 | 2 | -0.8 | 0.1

More structures follow:
Compound	MITF inh	TEAD-YAP inh	GPR151 ag	FBW7 act
O=S(=O)(c1ccccc1)c1nc(NC2CC2)sc1Cl	3	13	1.8	0.0
COc1ccc(-c2cc(-c3nnc4n3CCCCC4)[nH]n2)cc1	-7	-46	0.5	0.0
COCCN(Cc1cc2cc3c(cc2[nH]c1=O)OCO3)C(=O)c1ccc(C)cc1	0	-4	-1.3	-0.2
Cn1c(=O)cc(OCC(=O)N2CCN(c3ccccc3)CC2)c2ccccc21	-10	4	-0.2	-0.1
CN(C)c1ccc(-c2nc3cnccn3c2NCc2ccco2)cc1	-7	-87	-0.4	0.0
COC(=O)c1sccc1N/N=C/c1ccc(Br)s1	-3	-22	-2.1	-0.1
Cn1c(=O)c2c(SCC(=O)N3CCOCC3)nc(-c3ccccc3F)nc2n(C)c1=O	16	-7	-1.4	0.5
CCOC(=O)/C=C1\Nc2ccccc2OC1=O	6	-41	-1.3	0.1
Cc1ccc(/C=N/n2c(C)cc(C)c(C#N)c2=O)s1	-5	-4	-0.8	0.3
CCN(CC)c1ccc(C2C(C(=O)OC)=C(C)NC(C)=C2C(=O)OC)cc1	-14	-10	0.7	0.2
CC(C)(C)N1C(=O)C2C(C(=O)Nc3ccc(Cl)cc3)C3C=CC2(O3)C1C(=O)NC1CCCCC1 (stereo not given)	0	-3	-0.6	0.4
C/C(=N\NC(=O)c1ccccc1F)c1ccc2ccccc2c1O	-4	-55	-2.8	0.1
CC(OC(=O)c1snc(C(=O)NC2CCCCC2)c1N)C(=O)NC(C)(C)C (stereo not given)	-1	-2	0.5	-0.1
Cc1c(C)n2c3c(=O)n(C)c(=O)n(C)c3nc2n1-c1ccccc1O	9	10	0.1	0.0
Brc1cnc2nc(-c3ccccc3)[nH]c2c1	-11	-58	1.8	0.1
COc1ccc(C(=O)N2CCN(C(=O)c3ccccc3F)CC2)cc1OC	-2	8	-0.8	0.2
CC(C)N(C(=O)Cn1cc(SCC(=O)NC(C)(C)C)c2ccccc21)C(C)C	1	1	-1.0	-0.1
COc1cccc(C(=O)N2CCC(c3nc4ccccc4[nH]3)CC2)c1OC	-7	-4	-0.9	-0.1
CC(C)n1c2ccccc2n2c(=S)[nH]nc12	8	-2	-1.2	0.1
CC1CCN(c2nc3c(c(=O)[nH]2)CN(Cc2ccnc4ccccc24)CC3)CC1	-1	7	2.1	0.1
Cc1ccc(N2CCN(C(=O)N3CCCCC3)CC2)cc1Cl	9	-2	-2.2	1.2
CC1CCCN(CCC(=O)Nc2ccc(Br)cc2)C1 (stereo not given)	13	3	0.6	1.4
CCOc1ccccc1NC(=O)CCN1C(=O)C2C3C=CC(C3)C2C1=O (stereo not given)	8	-2	-0.2	0.7
CCOC(=O)c1cccc(NC(=O)CNS(=O)(=O)c2cccs2)c1	-5	-6	0.7	0.0
COc1ccc(C2(CNC(=O)CC(c3ccccc3)c3ccccc3O)CCCC2)cc1OC (stereo not given)	8	0	-1.6	-0.1
COc1c(Cl)ccc(Cl)c1C(=O)Nc1cccc(C)c1C	6	-7	-0.6	0.1
O=C1C(c2ccc(Cl)cc2)N(C2CCCCC2)C(=O)CN1C1CCCC1 (stereo not given)	-2	-3	-0.5	-0.2
C=CCn1c(SCC(=O)Nc2ccccc2)nc2sc3c(c2c1=O)CCC3	1	0	0.4	0.6
Cc1ccc2c(c1)N(CC(=O)NC1CCCC1)C(=O)C(C)O2 (stereo not given)	-3	-3	-0.6	0.1
CC(C)N(NC(=O)COc1ccc(Cl)cc1)C(=O)COc1ccc(Cl)cc1	17	8	-0.4	0.8
COCCNC(=O)c1cnc2scc(C(C)(C)C)n2c1=O	-2	0	2.0	-0.1
COc1ccc(CN2CCC3(CC2)CC3C(=O)NCc2cccs2)cc1O (stereo not given)	12	-4	-1.5	-0.1
COc1cccc(NC(=O)CCc2nnc3ccc(N4CCN(C)CC4)nn23)c1	-16	6	-0.2	0.3
CC1=CCC(C(=O)O)C(C(=O)Nc2cccc(Cl)c2C)C1 (stereo not given)	7	7	1.7	0.2
CCCNC(=O)c1nnc(Cc2ccc3c(c2)OCO3)o1	-2	-10	-2.1	-0.2
COC(=O)NC1CCC(NC(=O)OC)CC1 (stereo not given)	4	-10	-0.1	-0.1
N#Cc1c(Cl)nsc1N/N=C/c1ccccc1	4	41*	1.7	0.1
CCOC(=O)c1c[nH]c2c(C(=O)OCC)cccc2c1=O	-5	-4	-0.4	-0.2
COP(=O)(OC)c1nc(-c2cccs2)oc1NCc1ccccc1	21	-3	-0.5	0.0
COC(=O)c1ccc(N2C(=O)CSC2c2cccc(Br)c2)cc1 (stereo not given)	-1	-8	-1.4	0.4
CC1CCN(S(=O)(=O)c2ccc3c(c2)oc(=O)n3CC(=O)N2CCCC(C)C2)CC1 (stereo not given)	-3	-4	0.9	-0.3
Oc1ccc(-c2csc(NCc3ccccc3)n2)cc1O	26	-82	0.0	-0.4
CCN1CCN(CCNC(=O)c2cccc(-n3ncc4cc(Nc5c(Cl)cccc5Cl)ccc43)c2)CC1	8	-2	2.5	-0.2
Fc1ccc(C(c2nnnn2CC2CCCO2)N2CCCC2)cc1 (stereo not given)	10	-3	-0.6	-0.1
Cc1ccc(NS(=O)(=O)c2ccc3c(c2)Cc2cc(S(=O)(=O)Nc4ccc(C)cc4)ccc2-3)cc1	7	0	-0.3	0.1
COc1ccc2nc(Nc3ncc(C(C)=O)c(C)n3)nc(C)c2c1	1	9	0.0	0.1
CC(=O)c1ccc(NC(=O)CSc2nnc(-c3ccoc3C)n2C)cc1	4	-56	-0.1	0.0
CC(C)(C)c1ccc(C(=O)Nc2ccc3nn(-c4cccc(C(F)(F)F)c4)nc3c2)cc1	8	-6	0.6	-0.1
O=C(NCCN1CCOC1=O)c1cccc(OC2CCN(C(=O)C3CC3)CC2)c1	-4	-4	-0.3	-0.1
COC(=O)C12CC3CC(CC(NC(=O)Nc4cccc(C)c4)(C3)C1)C2	5	-8	0.0	0.5

Continuation.
Compound	MITF inh	TEAD-YAP inh	GPR151 ag	FBW7 act
CCC(c1nnnn1C(C)(C)C)N1CCN(c2cccc(C)c2C)CC1 (stereo not given)	-3	5	2.7	0.1
O=C(COc1ccc(F)cc1)N/N=C/c1cccc2cccnc12	59*	11	-1.0	0.3
Cc1nnc(N/N=C\c2cn[nH]c2-c2ccccc2)n1N	1	14	4.0	-0.2
CCC(CC)NC(=O)c1ccc(OC(C)=O)cc1	1	-2	-0.9	0.0

Screening data deposited in PubChem BioAssay by The Scripps Research Institute Molecular Screening Center.
